Source: PubChem BioAssay
D1 allo mod = allosterically modulates the human D1 dopamine receptor; HEK293 D1, CRE-luciferase, dopamine EC30 potentiation; actives deviate in either direction; P21728; 58,000 compounds, 5.9% hits; B-score at 10 µM;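 active = luminescence count or its row- and column-corrected plate score outside the 99.7% band of the plate's sample wells, on either side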
FXIIa inh mix = inhibitors of human coagulation factor XIIa, pooled mixtures. P00748. inhibition, % at 5 µM. 62,000 compounds, 0.2% hits. purified FXIIa, fluorogenic substrate; in the data active = inhibition above about 20%, passing the limit was not always enough;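 note: 0% = enzyme without compound and 100% = no enzyme blank; some results filed as inactive read as strong as hits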
Her2 expr inh = lowers expression of human Her2 kinase | SKBR-3 HER2 protein level, AlphaScreen, 18-24 h; active compounds read low | P04626 | 65,000 compounds, 0.69% hits | HER2 level % of control, % at 10 µM;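 active = HER2 level under 5% of the carrier-only control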;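 note: 100% = DMSO carrier and 0% = 500 nM PU-H71 HSP90 inhibitor; lower value means stronger loss of Her2 protein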
SF-1 act = activators of human nuclear receptor SF-1; AID 522; CHO-K1 Gal4-SF-1 LBD luciferase reporter; % increase over DMSO SF-1-specific signal; activation, % at 10 µM; 65,000 compounds, 1.9% hits; Q13285;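 active = activation above the mean activation of all tested compounds plus 3 SD, cut at about 50% in these data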
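Material: CHO-K1 cells with Gal4–hSF-1 LBD chimera plus Gal4-driven luciferase / Input: 4,000 CHO-K1 cells per well / Incubation: compound exposure 20 h at 37 °C / Signal: luminescence read 15 min after SteadyLite luciferase reagent, after room-temperature equilibration / Read-out: percent activation versus DMSO / Benchmarks: DMSO negative control and −SF1 background wells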
Hsp90 inh = displaces geldanamycin probe from tumor Hsp90 | P07900 | NCI-N417 lysate Hsp90, Cy3B-geldanamycin FP displacement | inhibition, % at 30 µM | 64,000 compounds, 0.35% hits;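 active = inhibition above 50%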;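 note: 0% = tracer plus lysate wells and 100% = tracer alone without lysate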
Cdc25B inh = human M-phase inducer phosphatase 2 inhibition. recombinant Cdc25B, OMFP fluorescence Ex485/Em525. 65,000 compounds, 0.1% hits. P30305. AID 368. inhibition, %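 (compounds tested at 10 µM final in the well)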; in the data active = inhibition above about 50%
Target sequence (P30305 whole entry, looked up): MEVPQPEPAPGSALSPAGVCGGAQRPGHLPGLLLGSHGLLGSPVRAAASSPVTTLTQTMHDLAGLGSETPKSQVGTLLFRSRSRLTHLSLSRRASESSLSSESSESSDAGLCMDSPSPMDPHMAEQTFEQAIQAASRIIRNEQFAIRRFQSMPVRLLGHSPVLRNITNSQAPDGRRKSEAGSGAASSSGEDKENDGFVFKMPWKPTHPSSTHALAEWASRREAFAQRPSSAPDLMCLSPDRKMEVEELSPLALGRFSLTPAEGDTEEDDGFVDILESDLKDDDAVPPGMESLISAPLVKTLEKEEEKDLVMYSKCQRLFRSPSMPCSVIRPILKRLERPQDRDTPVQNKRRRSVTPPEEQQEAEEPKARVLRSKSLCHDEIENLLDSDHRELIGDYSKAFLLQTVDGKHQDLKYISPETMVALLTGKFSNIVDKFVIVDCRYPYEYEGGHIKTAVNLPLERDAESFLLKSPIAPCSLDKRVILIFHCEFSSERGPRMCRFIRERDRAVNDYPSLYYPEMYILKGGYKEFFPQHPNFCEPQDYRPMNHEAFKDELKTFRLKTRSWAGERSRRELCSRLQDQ
RORa activator = activates the human nuclear receptor RORA | P35398 | 65,000 compounds, 1.5% hits | CHO-K1 Gal4-RORA LBD luciferase reporter, luminescence; percent increase over mock-subtracted basal signal | activation, % at 10 µM;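 active = activation above the mean of all tested compounds plus 3 SD, cut at about 49% in these data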;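 note: 0% = DMSO-treated RORA cells and 100% = added signal equal to DMSO minus mock-transfected cells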
TNAP act mid DEA = activators of human TNAP at intermediate phosphate acceptor; P05186; purified TNAP, CDP-star luminescence, 100 mM DEA, 30 min; active compounds read high; scale: 0 levamisole-inhibited, 1 vehicle-only enzyme; activation factor at 20 µM; 64,000 tested, under 10 active;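 active = activation factor of at least 2 at 20 µM, relative to controls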
Target sequence (P05186 whole entry, looked up): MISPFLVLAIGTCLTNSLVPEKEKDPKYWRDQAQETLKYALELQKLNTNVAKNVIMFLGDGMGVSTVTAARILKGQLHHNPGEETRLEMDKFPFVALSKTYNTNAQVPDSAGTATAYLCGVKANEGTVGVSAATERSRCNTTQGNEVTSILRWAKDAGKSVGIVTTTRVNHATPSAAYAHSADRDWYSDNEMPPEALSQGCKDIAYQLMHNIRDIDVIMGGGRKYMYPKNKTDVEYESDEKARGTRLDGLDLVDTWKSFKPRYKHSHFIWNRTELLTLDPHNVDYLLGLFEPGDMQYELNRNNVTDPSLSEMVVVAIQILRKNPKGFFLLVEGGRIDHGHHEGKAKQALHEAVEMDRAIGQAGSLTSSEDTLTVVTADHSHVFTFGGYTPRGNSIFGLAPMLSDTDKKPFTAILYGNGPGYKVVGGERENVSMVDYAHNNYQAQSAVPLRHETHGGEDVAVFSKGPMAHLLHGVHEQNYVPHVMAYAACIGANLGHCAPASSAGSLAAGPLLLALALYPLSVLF
DUSP1 inh = blocks human MKP-1 phosphatase activity. P28562. recombinant MKP-1, OMFP hydrolysis fluorescence. inhibition, %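 (compounds tested at a single concentration somewhere between 10 and 100 µM)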. 65,000 compounds, 0.15% hits. AID 374;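 active = inhibition above about 50%, limit read from the data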;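 note: 0% = DMSO max control wells and 100% = wells with enzyme stopped by NaOH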
* hit, by the source's call; . = no result given.

SMILES	D1 allo mod	FXIIa inh mix	Her2 expr inh	SF-1 act	Hsp90 inh	Cdc25B inh	RORa activator	TNAP act mid DEA	DUSP1 inh
C=CCSc1nc(N)c(C#N)c(-c2ccccc2)c1C#N	0.2	3	85	-28	3	-24	-17	0.9	2
O=C(c1ccco1)N(CCCN1CCOCC1)c1nc(-c2ccc(Cl)cc2)cs1	0.14	-11	90	1	-1	-3	-8	0.9	30
CCOc1ccccc1NC(=O)Cn1c(=O)n(CCC(=O)NC2CCCC2)c(=O)c2ccccc21	-0.004	4	94	27	-1	7	0	1	31
Cc1cc(C)n(-c2nc3ccccc3n3nnnc23)n1	0.7	5	87	7	-1	-8	22	1	-16
CCOC(=O)N1CCN(C(=O)CSc2nnc(Cn3c(=O)sc4ccccc43)n2C)CC1	.	12	81	13	-3	-17	-7	1	2
O=C1c2ccccc2C(O)(Cc2ccccc2)N1c1ccc2c(c1)OCO2 (configuration not stated)	-0.063	8	77	-2	42	-7	9	0.9	8
CCN1CCCC1CN=Cc1c(O)n(-c2ccccc2)c(=O)c2ccccc12 (configuration not stated)	-0.57	10	109	-4	-9	3	-15	0.8	-8
CCCC(C)NS(=O)(=O)c1ccccc1 (configuration not stated)	0.5	7	107	1	1	1	2	0.8	23
C/C(=N/n1cnnc1)c1cccnc1	.	.	112	-9	-6	-40	-18	0.9	-25
COc1cc(OC)cc(-n2nnnc2SCC(=O)N2CCCC2)c1	0.17	-4	92	2	-1	6	-7	0.9	-11
Cc1cccc(N2CCN(C(=O)c3cn(C)c(=O)c4c3c3ccccc3n4C)CC2)c1C	0.46	7	47	2	0	0	1	0.9	33
CCOC(=O)c1oc2nc3c(cc2c1N)COC(C)(C)C3	-0.99	10	77	15	-4	0	18	0.9	-12
CC(NC(=O)CSc1nc2ccccc2c(=O)[nH]1)c1ccccc1 (configuration not stated)	0.33	10	54	-10	-6	-4	-29	1	25
COC(=O)c1cc(NC2c3ccccc3C(=O)N2CCN2CCOCC2)cc(C(=O)OC)c1 (configuration not stated)	-0.029	3	91	-10	-2	-5	-18	1	8
COCc1[nH]nc2c1C1(CCC3(CC1)OCCO3)C(C#N)=C(N)O2	0.18	12	99	10	-2	-16	-6	0.9	0
CCn1c(SCC(=O)O)nnc1-c1cc2c(C)nn(-c3ccccc3)c2s1	0.98	10	92	-12	-2	26	-5	0.9	8
CCOC(=O)c1c(N)sc(C(=O)N2CCCC(C(N)=O)C2)c1C (configuration not stated)	1.8	1	110	-4	-2	-6	10	0.9	-13
Cc1c(N=CN2CCOCC2)c(=O)n(C)c(=O)n1C	-0.29	-1	84	-10	-2	-8	-20	0.9	2
O=C(C1=C(O)C(=O)N(CCN2CCOCC2)C1c1cccnc1)c1cc2ccccc2o1 (configuration not stated)	-0.076	.	64	-2	-11	25	19	0.9	-26
CCOC(=O)CC(=O)Nc1cc(Cl)ccc1O	-0.86	13	60	-10	2	-15	-35	0.9	-16
Cc1nn(Cc2ccccc2Cl)c2sc(C(=O)NCCCn3ccnc3)cc12	-0.054	1	76	6	-4	-4	-7	1	20
O=C(Nc1ccc(F)cc1)NC1(C(=O)NCc2ccco2)CCCCC1	0.033	0	90	-9	5	-1	10	0.9	-2
COCCCN1C(=O)C(=O)/C(=C(/O)c2ccc(OC)cc2C)C1c1cccnc1 (configuration not stated)	0.31	1	85	-12	1	5	3	0.9	-7
Cc1oc(/N=C/c2ccc(Cl)cc2)c(C#N)c1C	0.048	-15	105	-7	0	4	-20	0.9	13
CN(CC(=O)NCCN1CCCCCC1)S(=O)(=O)c1cccc2nsnc12	0.21	0	82	4	-8	-4	15	0.9	11
COc1cccc(C(=O)Nc2ccc3nc(N4CCOCC4)cc(C)c3c2)c1	-0.0061	-16	89	2	5	-11	1	1	18
Cc1cc(Br)ccc1SCC(=O)OCC(=O)N1CCN(C(=O)c2ccco2)CC1	-0.077	1	102	-4	-3	-14	-13	1	2
CC(=O)C1=C(C)NC(SCC(N)=O)=C(C#N)C1c1cccnc1 (configuration not stated)	0.4	8	99	-19	-3	-5	-10	1	1
COc1ccc(CC(=O)Nc2c3c(nn2-c2ccccc2C)CS(=O)C3)cc1 (configuration not stated)	-0.34	.	131	6	-2	1	10	.	-25
COc1cccc(NC(=O)CN2CCN(c3ccccc3F)CC2)c1	0.001	1	92	14	4	10	-10	0.9	-6

By substructure, those above with fluorine.
SMILES	D1 allo mod	FXIIa inh mix	Her2 expr inh	SF-1 act	Hsp90 inh	Cdc25B inh	RORa activator	TNAP act mid DEA	DUSP1 inh
O=C(Nc1ccc(F)cc1)NC1(C(=O)NCc2ccco2)CCCCC1	0.033	0	90	-9	5	-1	10	0.9	-2
COc1cccc(NC(=O)CN2CCN(c3ccccc3F)CC2)c1	0.001	1	92	14	4	10	-10	0.9	-6

Continued.
SMILES	D1 allo mod	FXIIa inh mix	Her2 expr inh	SF-1 act	Hsp90 inh	Cdc25B inh	RORa activator	TNAP act mid DEA	DUSP1 inh
O=C(CSc1nnnn1C1CCCC1)Nc1ccc2c(c1)OCO2	-0.0089	9	88	9	-2	-10	-8	0.9	4
CS(=O)(=O)N1CCc2cc(S(=O)(=O)Nc3ccc4oc5c(c4c3)CCCC5)ccc21	-0.97	3	57	9	-1	2	11	0.9	12
Cc1cc(C)n(C(=O)Cc2cn3ccsc3n2)n1	0.045	4	97	10	1	2	-8	1	3
COc1ccc(C(C(O)C(=O)c2c[nH]c3ccccc23)N2CCN(c3ccc(OC)cc3)CC2)cc1 (configuration not stated)	-0.15	-19	77	4	-1	0	-11	0.9	22
COc1cc(C(=O)NCCC(=O)NCCN2CCCCCC2)cc(OC)c1OC	-0.54	10	82	-3	-5	-4	-3	0.9	31
COc1ccc(S(=O)(=O)N2CCN(C(=O)c3cccs3)CC2)cc1	-0.005	-14	97	18	0	-7	16	1	7
CCOC(=O)CSC1=C(C#N)C(c2ccc(F)cc2)C(C(C)=O)=C(C)N1 (configuration not stated)	.	1	116	21	0	-8	-29	1	-8
Cc1ccc(-c2nc(=S)c3c(n2Cc2ccco2)CCCC3)cc1	0.59	2	62	-5	-5	-1	-2	1	1
NC1=NC2(CCCCC2)n2c(nc3ccccc32)N1	-4.6*	1	98	6	-4	4	-12	1	19
COc1ccccc1NC(=O)c1oc2ccccc2c1NC(=O)c1ccco1	-0.049	4	43	-11	4	-1	-33	0.9	-15
COCCn1c(=O)[nH]c2cc(C(=O)NC3CCCCCC3)ccc2c1=O	-1.3	3	122	21	-3	1	-6	0.9	-5
C=CCSC1=N/C(=C\c2ccsc2)C(=O)S1	-1.2	9	73	-16	-3	1	-3	1	8
CCC1(C(=O)OC)NC(c2ccco2)C2C(=O)N(c3ccc(C)cc3)C(=O)C21 (configuration not stated)	0	-20	49	-18	-4	15	-13	0.9	5
CCN(CC)CCNC(=O)c1c(O)c2c([nH]c1=O)CCCC2	-1.3	3	86	8	5	4	24	0.9	-26
N#CC1=C(N)Oc2n[nH]c(-c3ccc(F)cc3)c2C1c1cccnc1 (configuration not stated)	4.8*	-1	104	7	0	7	5	0.9	12
O=C(NCCCN1CCN(C2CCCCC2)CC1)Nc1ccccc1C(F)(F)F	-0.08	-3	82	13	4	-9	-8	1	6
CCCCC1CCC(c2nc(-c3ccccn3)no2)CC1 (configuration not stated)	-1.9	-1	59	52*	-2	-5	5	1	15
CN(C)S(=O)(=O)N1CCC(C(=O)O)(c2ccccc2)CC1	0.25	5	97	4	1	-7	-16	0.9	6
COc1ccc2nc(NC(=O)C(NS(=O)(=O)c3cccs3)C(C)C)sc2c1 (configuration not stated)	-0.94	9	80	1	1	-10	6	1	-7
COc1cccc(-c2csc(NC(C)=O)n2)c1	-0.0081	28	88	46	-1	8	40	0.9	8
CCS(=O)(=O)N1CCN(C(=O)c2cccs2)CC1	-1.3	-13	103	6	.	-7	-14	0.9	0
O=S(=O)(c1cccc(-c2nnc(SCc3ccc(Cl)cc3)o2)c1)N1CCCCC1	.	3	133	-11	-2	-17	-13	0.9	9
Nn1c(CSc2nc3ccccc3o2)nnc1CSc1nc2ccccc2o1	0.017	10	123	-5	1	5	-5	0.8	13
CSc1nnc(-c2cc3ccccc3cc2O)n1C	1.1	7	78	-13	.	-9	41	1	12
COc1ccc(-c2nnc(NC(=O)c3cc(Cl)ccc3Cl)o2)cc1	-0.43	0	87	-6	0	13	0	1	14
O=C1CC(c2nc3ccccc3[nH]2)CN1c1ccccc1F (configuration not stated)	0.74	3	86	4	-1	-13	-6	0.9	12
CCCCNC(=O)NC1C(NC(=O)NCCCC)N(C)C(=O)N1C (configuration not stated)	-0.029	2	90	5	-1	-1	-2	0.9	5
Cc1ccc2cc3cc(C(=O)NCCN4CCOCC4)oc3nc2c1	-0.35	4	102	9	-1	-4	-9	0.9	-2
CC12C(=O)N(n3cnnc3)C(=O)C1C1C=CC2C1 (configuration not stated)	-0.59	2	78	-4	-4	0	-27	1	17
CCOC(=O)C1CCCN(C(=O)CCn2nc(-c3ccccc3)ccc2=O)C1 (configuration not stated)	0.017	-4	94	3	-1	0	10	1	6
CC(=O)Nc1nc2cc3c(cc2s1)OCO3	-1.3	1	97	39	1	7	72*	1	-3
CCCn1c(SCCN2C(=O)c3ccccc3C2=O)n[nH]c1=O	-0.31	-3	101	6	-4	2	-33	0.9	-8
O=C(c1ccco1)N1C2C=CC(C2)C1(C(F)(F)F)C(F)(F)F (configuration not stated)	0.33	5	76	8	-2	-23	2	0.9	-1
CCc1ccc(NC(=O)C2CCCCC2C(=O)O)cc1 (configuration not stated)	-1.5	2	93	-22	5	-21	-13	1	15
C=C(C)C1Cc2c(C)nn(-c3nc(C)cc(C)n3)c2C1 (configuration not stated)	-2	12	151	-5	-4	24	-18	0.9	-11
CN1CC[n+]2c(CN3C(=O)c4ccccc4C3=O)csc21	-1.1	0	106	-4	0	-13	17	0.9	-9
Cc1ccccc1NC(=O)CN(c1ccc(F)cc1)S(C)(=O)=O	-0.17	-18	84	-6	-5	-12	13	0.9	4
c1ccc(-c2oc3ncnc(NCCCN4CCOCC4)c3c2-c2ccccc2)cc1	2	6	28	0	3	-6	6	0.9	9
O=C(c1cccc(C(=O)N2CCN(Cc3ccccc3)CC2)c1)N1CCN(Cc2ccccc2)CC1	.	1	79	-5	0	-17	-4	0.9	19
Cc1ccc(C(=O)Nc2ccccc2C(=O)NC2CCCCC2)cc1S(=O)(=O)N1CCOCC1	0.62	-1	85	-2	-2	-12	-10	0.9	15
O=C(Nc1c2c(nn1-c1ccc(F)cc1)CS(=O)C2)C12CC3CC(CC(C3)C1)C2 (configuration not stated)	1	-1	104	-3	3	-6	-16	0.9	16
CCN(CC)c1ccc(NC(=O)CSc2nnc(N)s2)cc1C	-0.049	4	105	3	-4	-6	-9	1	10

5 of the compounds above, as a markdown table:
| compound | D1 allo mod | FXIIa inh mix | Her2 expr inh | SF-1 act | Hsp90 inh | Cdc25B inh | RORa activator | TNAP act mid DEA | DUSP1 inh |
| --- | --- | --- | --- | --- | --- | --- | --- | --- | --- |
| CCC1(C(=O)OC)NC(c2ccco2)C2C(=O)N(c3ccc(C)cc3)C(=O)C21 (configuration not stated) | 0 | -20 | 49 | -18 | -4 | 15 | -13 | 0.9 | 5 |
| CCS(=O)(=O)N1CCN(C(=O)c2cccs2)CC1 | -1.3 | -13 | 103 | 6 | . | -7 | -14 | 0.9 | 0 |
| COCCn1c(=O)[nH]c2cc(C(=O)NC3CCCCCC3)ccc2c1=O | -1.3 | 3 | 122 | 21 | -3 | 1 | -6 | 0.9 | -5 |
| N#CC1=C(N)Oc2n[nH]c(-c3ccc(F)cc3)c2C1c1cccnc1 (configuration not stated) | 4.8* | -1 | 104 | 7 | 0 | 7 | 5 | 0.9 | 12 |
| CN1CC[n+]2c(CN3C(=O)c4ccccc4C3=O)csc21 | -1.1 | 0 | 106 | -4 | 0 | -13 | 17 | 0.9 | -9 |
